Source: PubChem BioAssay (several laboratories)
m5-HT2A agonist = agonists of mouse serotonin 5-HT2A receptor (HTR2A); AID 624169; activation, % at 7.6 µM; CHO-K1 mHTR2A beta-arrestin complementation, luminescence; percent of 30 µM serotonin response; hit rate 0.66% among 360,000;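 active means activation above a run cutoff, the mean activation of all tested compounds plus 3 SD, cut at about 14% in these data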;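 further: 0% = plate median of compound wells and 100% = 30 µM serotonin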
MC4R antag cAMP = human MC4R antagonism in cAMP assay. AID 540295. hit rate 0.48% among 360,000. MC4R-expressing cells, MTII-stimulated cAMP, LANCE TR-FRET. inhibition, % at 6.5 µM;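 active means inhibition above its plate's cutoff, the mean of tested wells on that plate plus 3 SD, cut at about 29% in these data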;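 further: 0% = Melanotan II alone and 100% = Melanotan II plus saturating MCL0020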
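Assay system: human MC4R-expressing U2OS cells; reagent: Melanotan II stimulation of cells; dosing: 6.5 µM single dose; timing: compound 30 min, challenge 1 h, detection 1 h; signal: TR-FRET cAMP assay; replicates: one well per compound, no replicates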
MC4R barr agon = human MC4R agonism via beta-arrestin; P32245; U2OS MC4R beta-arrestin complementation, luminescence; percent of melanotan II response, DMSO zero; activation, % at 8.9 µM; hit rate 0.98% among 360,000; AID 540308;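 active means activation above a per-plate cutoff, the mean activation of sample wells on that plate plus 3 SD, cut at about 8% in these data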
iPSC survival up = increases survival of single human iPS cells; hiPSC single-cell survival, ATPlite luminescence; 100% = ROCK inhibitor wells, 0% = DMSO; survival enhancement, % at 20 µM; hit rate 0.044% among 360,000; in the data active means survival enhancement above about 18%;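 further: cells exposed to compounds for 16 hours before the ATP read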
Cardio protect = myocardial damage modulation in H9c2 cells; protection from H2O2 cell death, % at 20 µM; hit rate 0.63% among 360,000; AID 588492; H9c2 cardiomyocytes, H2O2 injury protection, ATPLite, 2 h;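 active means compounds giving at least 50% protection of heart cells from peroxide-induced death in the single-dose screen, raw or plate-pattern-corrected value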;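 further: 0% = DMSO wells with peroxide and 100% = DMSO wells without peroxide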
Granule exo inh = blocks lytic granule exocytosis | inhibition, % at 10 µM | TALL-104 LAMP-1 surface exposure, flow cytometry; cells stimulated with thapsigargin and PMA | hit rate 0.66% among 360,000;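 active means inhibition above about 55%, limit read from the data; inconclusive means no clear call, values can overlap the other calls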
N-glyco inh = N-linked glycosylation inhibition; D54 ERlucT glycosylation luciferase reporter, 24 h; percent of 100 nM tunicamycin response; reporter increase, % at 12.5 µM; hit rate 0.23% among 360,000; AID 588692;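 active means mean luciferase reporter signal, scaled so untreated is 0 and the glycosylation-blocking control 100, at or above a set limit in every replicate; inconclusive means mean reaches the limit but not every replicate does; inactive means mean below the limit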;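 further: luciferase carries N-glycosylation sites so blocking glycosylation raises the light; 0% = median of neutral control wells and 100% = median of 100 nM tunicamycin wells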
ABHD5-PLIN5 inh = blocks binding of human ABHD5 to perilipin-5; inhibition, % at 4 µM; Split G. princeps luciferase complementation, luminescence, 4 h; AID 602281; hit rate 0.78% among 360,000; Q00G26+Q8WTS1;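 active means inhibition above the mean inhibition across every tested compound plus 3 SD, cut at about 22% in these data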;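 further: 0% = DMSO only wells and the 100% control is not disclosed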
Target sequence (Q00G26 whole entry, looked up): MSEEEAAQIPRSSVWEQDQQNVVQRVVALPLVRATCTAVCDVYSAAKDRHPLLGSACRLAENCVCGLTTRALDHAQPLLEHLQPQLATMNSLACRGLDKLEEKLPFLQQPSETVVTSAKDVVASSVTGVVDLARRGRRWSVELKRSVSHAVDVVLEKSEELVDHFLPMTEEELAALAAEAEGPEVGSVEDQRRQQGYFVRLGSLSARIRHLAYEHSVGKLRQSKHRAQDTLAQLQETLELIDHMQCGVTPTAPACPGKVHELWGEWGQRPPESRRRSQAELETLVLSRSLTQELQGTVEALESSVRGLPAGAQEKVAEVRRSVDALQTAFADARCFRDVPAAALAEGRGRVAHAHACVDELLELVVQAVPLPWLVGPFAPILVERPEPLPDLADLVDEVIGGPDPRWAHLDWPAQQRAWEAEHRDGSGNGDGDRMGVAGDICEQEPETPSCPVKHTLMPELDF
Target sequence (Q8WTS1 whole entry, looked up): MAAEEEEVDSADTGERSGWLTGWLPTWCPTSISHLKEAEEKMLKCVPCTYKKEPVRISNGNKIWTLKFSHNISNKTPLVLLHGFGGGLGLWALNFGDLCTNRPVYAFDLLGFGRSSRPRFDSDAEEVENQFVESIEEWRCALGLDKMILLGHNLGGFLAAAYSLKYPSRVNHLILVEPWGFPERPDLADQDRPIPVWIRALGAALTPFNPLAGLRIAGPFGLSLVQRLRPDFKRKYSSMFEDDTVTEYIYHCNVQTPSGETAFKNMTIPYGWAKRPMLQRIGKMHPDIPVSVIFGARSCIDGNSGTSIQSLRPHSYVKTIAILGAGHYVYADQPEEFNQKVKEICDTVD
aDG glyco up = increases alpha dystroglycan glycosylation | Pro5-aDG cells, alpha-DG glycosylation AlphaScreen (IIH6); 0% Pro5, 100% B10-LARGE cell signal | activation, % at 10 µM | hit rate 0.22% among 360,000 | AID 624168;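 active means activation of at least 8% versus controls, or a plate z-score of at least 8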;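 further: Pro5 are CHO cells carrying HIG-tagged alpha-DG that lacks glycosylation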
ABCB6 inh 2 = human ABCB6 transporter inhibition. Q9NP58. K562-ABCB6 porphyrin accumulation, flow cytometry, 1 h; hits give low values. fluorescence ratio to DMSO, % at 10 µM. hit rate 0.19% among 360,000;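 active means fluorescence ratio to DMSO below 75%, the collection mean minus 3 SD; inconclusive means too few cells collected in the well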;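 further: signal is porphyrin accumulated inside mitochondria; 100% equals median channel fluorescence of DMSO control wells; lower ratio means ABCB6 inhibition with less porphyrin fluorescence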
The depositor's hits bear a star; ? = inconclusive; · = not tested or not shown.

SMILES | m5-HT2A agonist | MC4R antag cAMP | MC4R barr agon | iPSC survival up | Cardio protect | Granule exo inh | N-glyco inh | ABHD5-PLIN5 inh | aDG glyco up | ABCB6 inh 2
COc1ccccc1C(O)c1ncc(-c2cccc(C(F)(F)F)c2)[nH]1 (stereo not drawn) | -5 | 1 | -2.7 | -2.2 | -5 | -13 | 1 | -4 | 0.0 | 96
CCCN1C(=O)c2ccc(C(=O)NCc3ccco3)cc2C1=O | -5 | 7 | -2.0 | -2.6 | 3 | -1 | 0 | 0 | -0.1 | 97
COC(=O)[C@]12CCCCC=C1N(CCc1ccc(OC)c(OC)c1)C(=O)[C@H](CC(=O)NCCCCc1ccccc1)C2 | -3 | · | · | · | · | 21 | · | 0 | 0.2 | ·
COc1ccc(CC(=O)OCC(=O)N2N=C(c3ccccc3)CC2c2ccc(OC)cc2)cc1 (stereo not drawn) | -2 | 7 | -1.5 | -0.9 | -11 | 0 | 0 | 1 | 0.0 | 94
CC(=O)c1cc2ccccc2oc1=O | -3 | 1 | -0.8 | 3.0 | 5 | -2 | 3 | -11 | 0.1 | 98
Cc1cc(C)n(CCNCc2c(C(=O)N3C[C@@H](C)O[C@@H](C)C3)nc3ccc(Cl)cn23)n1 | 1 | 4 | -1.0 | 3.7 | -4 | 0 | 1 | 2 | -0.3 | 100
CC1CCCN(C2(O)C(=O)Nc3ccc([N+](=O)[O-])cc32)C1 (stereo not drawn) | 17* | -6 | -0.1 | -0.5 | 3 | 12 | -1 | 4 | 0.0 | 90
COc1ccc(C(=O)O)cc1S(=O)(=O)NCc1cccnc1 | -5 | 0 | 1.0 | -0.5 | 2 | -11 | 2 | -1 | -0.1 | 92
CCC(NC(=O)Nc1nnc(C(F)(F)F)s1)(C(F)(F)F)C(F)(F)F | 4 | -2 | -0.2 | -2.4 | -31 | 0 | -11 | -3 | -0.5 | 102
Cc1c(NC(=O)c2ccc(NS(=O)(=O)c3cccc([N+](=O)[O-])c3)cc2)c(=O)n(-c2ccccc2)n1C | 7 | 2 | -1.8 | 1.6 | -5 | 2 | 2 | 1 | 0.0 | 102
CC1=NN(C(N)=S)C(=O)C1N=Nc1ccccc1[N+](=O)[O-] (stereo not drawn) | 4 | -10 | 0.2 | -2.6 | -16 | 5 | 4 | 3 | -0.1 | 90
Cc1cc(NC(=O)CN2CCCCC2)n(-c2ccccc2)n1 | -4 | 5 | -0.5 | -0.9 | 0 | -3 | 0 | 4 | 0.0 | 101
Cc1cccnc1NC(=O)Nc1ccc(F)cc1 | -5 | 11 | -1.1 | -0.9 | 0 | -1 | 2 | 2 | -0.1 | 100
Cc1ccc(NC(=O)CSCC(=O)Nc2ccc(N3CCOCC3)c(Cl)c2)cc1 | -4 | 3 | -0.4 | -1.3 | -14 | 1 | 0 | -1 | -0.1 | 94
CCSc1nnc(SCC(=O)N2CCN(C(=O)c3ccco3)CC2)s1 | 2 | 10 | -3.5 | -0.2 | -3 | -3 | -3 | -4 | 0.4 | 97
CCOC(=O)Cc1cc(=O)n2[nH]c(C)c(C#N)c2n1 | -3 | -7 | -0.7 | -3.2 | 3 | 6 | 1 | -5 | 0.0 | 101
O=C1OC(c2cccs2)=N/C1=C\c1ccc(-c2ccccc2Cl)o1 | 2 | 3 | -1.3 | 1.6 | -4 | -2 | 2 | -4 | 0.0 | 107
Cc1ccccc1Cn1cc(S(=O)(=O)CC(=O)N2CCCCC2)c2ccccc21 | 0 | 9 | -1.2 | -0.5 | 2 | 3 | 2 | 1 | 0.0 | 101
C/C(=C\COc1cc(=O)[nH]c2ccccc12)CCC(O)C(C)(C)O (stereo not drawn) | 5 | -25 | 0.5 | 0.1 | -4 | 0 | -2 | -2 | -0.5 | 91
COc1ccccc1Cc1c(-c2ccccc2)nc2cc(C)c(Br)c(C)n12 | -1 | · | · | -0.8 | · | -9 | · | -6 | 0.0 | 121
COCc1nnc(NC(=O)C2CCN(C(=O)c3ccco3)CC2)s1 | -5 | 27 | 3.2 | 1.0 | 1 | 1 | 2 | 1 | 0.0 | 93
COc1ccc(/C=N/NC(=O)c2cccc3ccccc23)c(OC)c1OC | -2 | 17 | 1.7 | 0.3 | -3 | -2 | 7 | 12 | -0.1 | 102
Cc1ccc2oc(=O)c3cc(C(=O)NCCCN4CCCC(C)C4)sc3c2c1 (stereo not drawn) | -12 | -8 | -0.8 | 0.8 | -21 | 3 | 0 | -3 | 0.3 | 109
COc1ccc(C2(c3ccc(OC)cc3)NC(=O)N(CC(=O)Nc3ccc(C(N)=O)cc3)C2=O)cc1 | 0 | 4 | 0.4 | 0.3 | 0 | 2 | 0 | -18 | -0.3 | 103
O=C(O)CC(Cc1ccccc1)C(=O)NCC12CC3CC(CC(C3)C1)C2 (stereo not drawn) | 0 | 2 | -1.1 | -1.2 | -3 | -1 | 0 | -5 | 0.2 | 103

Some of these compounds in order of the N-glyco inh value, highest first.
molecule,N-glyco inh
Cc1c(NC(=O)c2ccc(NS(=O)(=O)c3cccc([N+](=O)[O-])c3)cc2)c(=O)n(-c2ccccc2)n1C,2
CCCN1C(=O)c2ccc(C(=O)NCc3ccco3)cc2C1=O,0
C/C(=C\COc1cc(=O)[nH]c2ccccc12)CCC(O)C(C)(C)O (stereo not drawn),-2

Remaining list, next part
SMILES | m5-HT2A agonist | MC4R antag cAMP | MC4R barr agon | iPSC survival up | Cardio protect | Granule exo inh | N-glyco inh | ABHD5-PLIN5 inh | aDG glyco up | ABCB6 inh 2
Cc1cc(/C=N/NC(=O)C(=O)N2CCCC2)c(C)n1-c1cccc(Br)c1 | -5 | -5 | -1.3 | -1.2 | 7 | 1 | -1 | 0 | -0.1 | 101
O=C(OCC(=O)N1CCc2ccccc21)c1n[nH]c(=O)c2ccccc12 | 3 | -1 | -1.9 | 0.3 | 73* | -2 | 1 | 4 | -0.2 | 100
Cc1cccc(CCNC(=O)CCCOc2cc(=O)n(C)c3ccccc23)c1 | 3 | 1 | -0.2 | -0.8 | 5 | -7 | 17 | 0 | -0.2 | 102
CN(CC(=O)Nc1ccc(F)cc1)C(=O)CSc1ccc2c(c1)OCCO2 | 5 | 8 | -4.8 | 6.9 | 1 | -5 | 2 | -3 | 0.0 | 95
COc1cc(C2(c3ccc(O)c(OC)c3)C(=O)N(C)c3ccc(C)cc32)ccc1O | -4 | 7 | 0.4 | -0.4 | -6 | -1 | 2 | -3 | 0.0 | 98
O=C(COC(=O)CCc1c[nH]c2ccccc12)NCc1ccccc1 | -3 | 7 | -1.9 | -1.6 | 6 | -3 | 0 | 2 | -0.2 | 99
O=C(O)c1cccc(N2C(=O)C3C4C=CC(C4=C(c4ccccc4)c4ccccc4)C3C2=O)c1 (stereo not drawn) | -1 | 28 | -1.9 | 1.2 | -1 | -2 | 0 | 2 | 0.0 | 101
O=C(CCN1C(=O)/C(=C\C=C\c2ccccc2)SC1=S)Nc1cccc(C(=O)O)c1 | 4 | 0 | -3.2 | -0.3 | -18 | -6 | · | 5 | -0.3 | 96
COC(=O)CNC(=O)COC(=O)c1cc(Cl)cc(Cl)c1N | -1 | 5 | -0.5 | -2.0 | 6 | 1 | 1 | 7 | -0.1 | 93
COc1ccc(CNC(=O)C2CCC(CNC(=O)[C@@H]3Cc4ccccc4CN3)CC2)cc1 (stereo partly drawn) | -8 | 4 | 1.4 | -0.5 | 0 | ? | 1 | 20 | 1.3 | 104
COC(=O)c1ccccc1NC(=O)NC1CC1 | -4 | 4 | -2.4 | 0.8 | 1 | -3 | 4 | 1 | 0.0 | 97
CCc1cc2c(=O)c(-c3nc4ccccc4n3C)c(C)oc2c(CN2CCN(CCO)CC2)c1O | 2 | 3 | 0.4 | 3.9 | -2 | -6 | 0 | 1 | -0.1 | 98
Cc1ccc(-c2noc(CCCC(=O)Nc3cccnc3)n2)cc1 | -3 | -5 | -1.5 | 0.7 | -5 | 0 | 0 | -1 | 0.3 | 93
Cc1ccc(-c2csc(NCCn3c(C(F)(F)F)nc4ccccc43)n2)cc1 | -5 | 1 | -0.1 | -2.5 | -9 | -3 | 4 | -2 | 0.7 | 98
CCCS(=O)(=O)N1CCCC(C(=O)NCCCN2CCCC2=O)C1 (stereo not drawn) | 4 | 3 | 1.0 | 4.7 | 2 | 2 | 1 | 6 | 0.1 | 103
COc1ccc(N2CCN(C(=O)Cn3nnc(-c4ccccc4N)n3)CC2)cc1 | 2 | 15 | -0.7 | 0.3 | 2 | -3 | -2 | 3 | -0.1 | 92
O=C(COC(=O)c1ccc([N+](=O)[O-])cc1Cl)Nc1cccnc1Cl | -5 | 8 | -2.3 | -0.4 | 4 | 4 | 2 | 3 | -0.1 | 103
CCOc1ccc(N=C(/C(C(=O)C(=O)N2CCOCC2)=C(\O)c2ccccc2)c2ccccc2)cc1 | 1 | 7 | 2.4 | 0.2 | 2 | 4 | -2 | 0 | 0.1 | 96
O=C(Cc1c(O)c2ccccc2oc1=O)c1ccc(C(F)(F)F)cc1 | 1 | 4 | -2.5 | -0.8 | 2 | 6 | 1 | 11 | 0.0 | 99
Cc1ccc(SC(C)C(=O)Nc2ccncc2)cc1 (stereo not drawn) | 0 | 12 | -0.8 | -0.3 | -18 | 4 | -4 | 3 | 1.6 | 101
CCOc1ccccc1NC(=O)c1cccc(S(=O)(=O)N(Cc2ccccc2)c2ccccc2OC)c1 | 0 | 11 | 0.8 | 2.6 | -4 | -1 | -5 | -6 | 0.6 | 100
Cc1c(OC(C)C(=O)NCCCN2CCOCC2)ccc2c3c(c(=O)oc12)CCC3 (stereo not drawn) | 3 | 0 | -1.6 | -0.4 | -3 | -2 | -1 | 8 | 0.4 | 99
COc1ccc(/C=C/C(=O)NCc2c(C)nn(C)c2C)cc1COc1ccc(Br)cc1 | -8 | -4 | 12* | -2.9 | -6 | -2 | 15 | 8 | 0.4 | 97
CCCCOc1ccc(S(=O)(=O)NC(=O)C2(C)CCN2C(=O)Cc2cccs2)cc1 (stereo not drawn) | 5 | 3 | -1.0 | 5.0 | 0 | -13 | 4 | -2 | -0.1 | 99
COc1ccc(C(C[N+](=O)[O-])c2c(-c3ccccc3)cc3ccccn23)c(OC)c1 (stereo not drawn) | -1 | -11 | -3.9 | 0.2 | -3 | 2 | 9 | 41* | 2.1 | 93
COc1cccc(OC)c1C(=O)NC(=O)Oc1c(F)cccc1F | 9 | 11 | -2.2 | -0.5 | 1 | 3 | 2 | 0 | 0.0 | 99
COCCNC(=O)/C(C#N)=C/c1c(N2CCN(C)CC2)nc2ccccn2c1=O | 1 | 0 | 0.1 | -0.3 | 5 | -4 | 1 | 2 | 0.0 | 94
O=C(Nc1ccccc1)c1cc(C2COCCN2C(=O)c2cccs2)on1 (stereo not drawn) | -2 | 1 | 2.6 | -1.9 | 2 | -2 | 1 | -6 | -0.3 | 98
CSCc1nnc(NC(=O)c2ccc(S(=O)(=O)N(C)C)cc2)o1 | -3 | 1 | -2.0 | -2.7 | 11 | -4 | 1 | 7 | -0.2 | 96
COc1cc2c(cc1OC)C(=S)NC1(CCCC1)C2 | 2 | 2 | -0.6 | 1.0 | 0 | 0 | 1 | 2 | 0.0 | 96
